BLM inh: Bloom syndrome helicase (human) inhibition; P54132; recombinant BLM DNA unwinding, fluorescence dequenching; Potency, µM (top dose mostly 56.1 µM), without a hit: at the top dose activity change, negative = inhibition, actives largely listed as inhibitors; actives 0.2% (n = 350,000); AID 2528;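 further: plate controls were vehicle for no effect and no enzyme for full effect; nearly all actives have a fitted effect of over 35% in size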
Pol eta inh: DNA polymerase eta (human) inhibition. Q9Y253. actives 1.2% (n = 390,000). Potency, µM (doses to about 114 µM), inactives show at the highest dose activity change, negative = inhibition, actives largely listed as inhibitors. recombinant Pol eta, fluorescent DNA replication assay. AID 588591; further: on the % scale 0 is the no-effect control and ±100 the full control effect
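Fluorescent replication assay: 50 nM final substrate added after a 15 min room-temperature compound preincubation with 10 nM enzyme. Signal taken at 0 min and again at 10 min.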
APE1 inh: blocks human APE1 abasic DNA cleavage; actives 0.35% (n = 350,000); recombinant APE1, TAMRA/BHQ-2 abasic DNA cleavage fluorescence; P27695; Potency, µM (top dose mostly 65.8 µM), inactives show at the highest dose activity change, negative = inhibition, most hits filed as inhibitors;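 further: plate controls were vehicle for no effect and reference inhibitor for full effect; nearly all actives have a fitted effect of over 55% in size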
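Step 1: APE1 (0.75 nM) with compound, 15 min RT. Step 2: add 50 nM fluorophore/quencher THF duplex. Step 3: three fluorescence reads 60 s apart (525/598 nm); read 3 minus read 1 = reaction progress.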
BAZ2B inh: BAZ2B (human) inhibition; AlphaScreen BAZ2B-H3K14Ac peptide displacement; AID 504333; Potency, µM (series often up to 114 µM), without a hit: at the top dose activity change, negative = inhibition, most hits filed as inhibitors; Q9UIF8; actives 4.4% (n = 360,000); further: on the % scale 0 is the no-effect control and ±100 the full control effect; nearly all actives have a fitted effect of over 60% in size
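Multi-concentration screen (max 110 uM) measuring displacement of acetylated histone H3 peptide from BAZ2B by AlphaScreen, using 50 nM protein, 50 nM peptide and 10 ug/mL streptavidin donor plus Ni-chelate acceptor beads.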
POLK inh: DNA polymerase kappa (human) inhibition. Q9UBT6. purified Pol kappa, fluorescent DNA synthesis assay, 10 min. actives 0.53% (n = 400,000). Potency, µM (series often up to 107 µM), for inactives: top-dose activity, negative = inhibition, hits mostly inhibitors; further: on the % scale 0 is the no-effect control and ±100 the full control effect
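Enzyme at 10 nM met test compounds for 15 min at room temperature. Substrate addition (50 nM final) began the reaction, which was monitored by fluorescence at 0 and 10 min.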
POLI inh: blocks human DNA polymerase iota activity | actives 1% (n = 390,000) | Pol iota fluorescent replication assay, 10 min | Potency, µM (top dose mostly 115 µM), without a hit: at the highest dose activity, negative = inhibition, hits mostly inhibitors | AID 588590
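Fluorescent replication assay read twice, at 0 min and 10 min after adding 50 nM (final) substrate. Enzyme (10 nM) and compounds were first incubated 15 min at room temperature; enzyme-free buffer wells were negative controls.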
JMJD2A Tudor: inhibitors of human JMJD2A Tudor domain; actives 4.4% (n = 390,000); Potency, µM (highest dose often 114 µM), without a hit: at the top dose activity change, negative = inhibition, most hits filed as inhibitors; O75164; AlphaScreen JMJD2A-Tudor / H3K4me3 peptide binding; further: on the % scale 0 is the no-effect control and ±100 the full control effect; nearly all actives have a fitted effect of over 50% in size
Target sequence (O75164 whole entry, looked up, the tested form may be a part): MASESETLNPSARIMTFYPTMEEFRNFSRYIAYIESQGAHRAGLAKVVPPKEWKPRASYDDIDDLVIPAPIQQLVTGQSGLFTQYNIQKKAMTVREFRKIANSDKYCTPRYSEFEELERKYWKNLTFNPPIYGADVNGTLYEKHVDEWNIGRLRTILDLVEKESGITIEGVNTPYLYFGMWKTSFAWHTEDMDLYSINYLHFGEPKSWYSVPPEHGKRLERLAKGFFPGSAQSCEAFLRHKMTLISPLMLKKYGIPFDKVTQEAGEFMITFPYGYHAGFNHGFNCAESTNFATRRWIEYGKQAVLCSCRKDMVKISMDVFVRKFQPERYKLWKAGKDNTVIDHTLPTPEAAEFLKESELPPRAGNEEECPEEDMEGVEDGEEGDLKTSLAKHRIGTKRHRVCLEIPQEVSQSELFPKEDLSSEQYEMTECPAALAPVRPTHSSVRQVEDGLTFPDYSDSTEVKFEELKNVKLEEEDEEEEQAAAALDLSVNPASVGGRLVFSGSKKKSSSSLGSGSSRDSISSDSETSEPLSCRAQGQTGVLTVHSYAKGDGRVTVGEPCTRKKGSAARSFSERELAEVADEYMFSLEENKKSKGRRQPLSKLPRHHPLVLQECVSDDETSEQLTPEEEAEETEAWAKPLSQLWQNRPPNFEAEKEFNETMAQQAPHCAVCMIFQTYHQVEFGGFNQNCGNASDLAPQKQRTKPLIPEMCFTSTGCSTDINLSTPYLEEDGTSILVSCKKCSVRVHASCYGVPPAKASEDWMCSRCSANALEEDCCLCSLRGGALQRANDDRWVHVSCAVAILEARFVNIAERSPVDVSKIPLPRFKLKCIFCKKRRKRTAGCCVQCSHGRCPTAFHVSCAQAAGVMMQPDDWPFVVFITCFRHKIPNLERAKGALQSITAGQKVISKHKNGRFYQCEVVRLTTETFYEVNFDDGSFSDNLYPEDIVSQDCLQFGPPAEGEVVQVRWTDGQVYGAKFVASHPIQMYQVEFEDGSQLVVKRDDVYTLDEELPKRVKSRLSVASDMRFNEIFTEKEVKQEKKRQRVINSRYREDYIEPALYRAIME
POLB inh: DNA polymerase beta (human) inhibition; P06746; Pol beta primer extension/strand displacement, fluorescence kinetic; Potency, µM (titrated, usually from 114 µM), for inactives: top-dose activity change, negative = inhibition, most hits filed as inhibitors; actives 1.3% (n = 340,000); AID 485314; further: on the % scale 0 is the no-effect control and ±100 the full control effect
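Pol beta (10 nM) was preincubated with compound for 15 min at room temperature. The reaction was then started with 50 nM substrate and read immediately and after a further 10 min at room temperature.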
G9a inh: G9a (human) methyltransferase inhibition; Q96KQ7; G9a H3K9 monomethylation, AlphaScreen, 2 h; Potency, µM (doses to about 102 µM), without a hit: at the top dose activity, negative = inhibition, hits mostly inhibitors; actives 8.8% (n = 350,000); further: on the % scale 0 is the no-effect control and ±100 the full control effect; nearly all actives have a fitted effect of over 75% in size
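Quantitative HTS format: methyltransferase activity on a biotin-tagged H3K9 peptide is measured by AlphaScreen, using a rabbit anti-monomethyl-H3K9 antibody with streptavidin donor and anti-IgG acceptor beads. Final levels are 20 nM enzyme, 500 nM peptide, 20 uM SAM; 2 h RT.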
An asterisk follows results filed as active; ? = inconclusive; · = no result given; & = joins results of further samples; [ ] = dose if it differs, or a comment. The call rests on the fitted dose curve; in most records, active means well fitted curve in the direction sought with a large enough effect; inconclusive means small, poorly fitted or top-dose-only effect, or another doubt; inactive means no such curve, though single readings can be large; an effect the other way counts as inactive or inconclusive. Potency means the concentration at half of the fitted maximal effect. Only part of the results is shown, so the mix of outcomes need not match the whole.

Letter code – A = BLM inh; B = Pol eta inh; C = APE1 inh; D = BAZ2B inh; E = POLK inh; F = POLI inh; G = JMJD2A Tudor; H = POLB inh; I = G9a inh
> Cn1nc(-c2ccccc2)cc1NC(=O)Nc1ccc(C(C)(C)C)cc1
  A = -18%	B = -13%	C = -3%	D = -24%	E = 4%	F = -27%	G = ?	H = -2%	I = ?
> Nc1ccc(S(=O)(=O)N2CCc3ccccc32)cc1
  A = 0%	B = -9%	C = -8%	D = -21%	E = -5%	F = 9%	G = -10%	H = -18%	I = -2%
> CCN(CC)c1ccc(C(=O)Nc2cccc(F)c2)cc1
  A = -7%	B = -21%	C = -5%	D = -7%	E = -18%	F = 6%	G = -17%	H = 11%	I = -13%[59 µM]
> C[C@H](CO)N1C[C@H](C)[C@@H](CN(C)S(=O)(=O)c2cccs2)Oc2ccc(NC(=O)NC3CCCCC3)cc2C1=O
  A = ·	B = -16%	C = -5%	D = ·	E = -3%	F = 6%	G = -10%	H = ·	I = ·
> CC(C)[C@H](NS(=O)(=O)c1ccc2c(c1)OCCO2)C(=O)OCC(=O)Nc1ccccc1
  A = -1%	B = ?	C = 0%	D = -4%	E = -3%	F = -9%	G = -10%	H = 2%	I = -11%[59 µM]
> Cc1ccc(NC(=O)CN(C)C(=O)COC(=O)c2ccc(Cl)cc2O)cc1
  A = ·	B = -5%	C = -13%	D = -5%	E = 15%	F = 7%	G = -5%	H = ·	I = -10%[12.7 µM]
> Cc1ccc(S(=O)(=O)N2CCN(c3ccc(C(F)(F)F)cc3[N+](=O)[O-])CC2)cc1
  A = -5%	B = -5%	C = -5%	D = 6%	E = 0%	F = 51%[activator]	G = ?	H = 10%	I = -31%[59 µM]
> CCN(C(=O)COC(=O)CCCOc1ccccc1)c1c(N)n(Cc2ccccc2)c(=O)[nH]c1=O
  A = ·	B = -3%	C = -3%	D = -2%	E = -23%	F = -9%	G = -7%	H = ·	I = -13%[12.7 µM]
> Clc1ccc(-c2csc(-c3ccno3)n2)cc1
  A = -4%	B = -24%	C = -2%	D = 4%	E = -6%	F = 52%[activator]	G = 11%	H = -29%	I = -5%[59 µM]
> CCCNC(=O)C(Cc1ccc(C(F)(F)P(=O)(OCC)OCC)cc1)NC(=O)c1ccc(C#N)cc1 (stereo not given)
  A = ·	B = -1%	C = 7%	D = ·	E = -4%	F = -1%	G = -8%	H = ·	I = ·

Record cards (already shown).
Cn1nc(-c2ccccc2)cc1NC(=O)Nc1ccc(C(C)(C)C)cc1 is entered as BLM inh: -18%; Pol eta inh: -13%; APE1 inh: -3%; BAZ2B inh: -24%; POLK inh: 4%; POLI inh: -27%; JMJD2A Tudor: ?; POLB inh: -2%; G9a inh: ?
Clc1ccc(-c2csc(-c3ccno3)n2)cc1 is entered as BLM inh: -4%; Pol eta inh: -24%; APE1 inh: -2%; BAZ2B inh: 4%; POLK inh: -6%; POLI inh: 52%[activator]; JMJD2A Tudor: 11%; POLB inh: -29%; G9a inh: -5%[59 µM]

(listing goes on)
Letter code – A = BLM inh; B = Pol eta inh; C = APE1 inh; D = BAZ2B inh; E = POLK inh; F = POLI inh; G = JMJD2A Tudor; H = POLB inh; I = G9a inh
> CCCn1c(N2CCN(S(=O)(=O)Cc3ccccc3)CC2)nc2ccccc21
  A = -3%	B = -16%	C = -3%	D = -3%	E = 7%	F = ?	G = -9%	H = 1%	I = -44%[12.7 µM]
> NC(=O)c1cc(N2C(=O)C3CC=CCC3C2=O)ccc1N1CCCCC1 (stereo not given)
  A = 1%	B = -3%	C = 0%	D = 4%	E = -5%	F = -4%	G = -15%	H = 4%	I = 9%[59 µM]
> CCn1c(SCC(=O)Nc2cc(Cl)ccc2OC)nnc1C1CC1
  A = 2%	B = -25%	C = 15%	D = 5%	E = -2%	F = 88%[activator]	G = 11%	H = 17%	I = 4%
> CCC(=O)N(CCC(Cc1ccccc1)c1ccco1)Cc1ccco1 (stereo not given)
  A = -16%	B = ?	C = -1%	D = ?	E = -4%	F = 62%[activator]	G = -30%	H = -19%	I = -21%
> CC1CCCC(C)N1CCCNC(=O)CN1C(=O)c2cccnc2Oc2ccc(Cl)cc21 (stereo not given)
  A = 3%	B = -22%	C = 14%	D = 1%	E = -3%	F = 34%[activator]	G = -13%	H = -3%	I = -6%
> Cc1ccc(NC(=O)CSC2=C(C#N)C(c3ccc4c(c3)OCO4)CC(=O)N2)cc1C (stereo not given)
  A = 0%	B = -11%	C = 2%	D = 8%	E = -21%	F = 4%	G = -9%	H = 24%	I = -6%[59 µM]
> Cc1cc(C(=O)Nc2ccc(C(=O)O)cc2)c(-c2ccccc2)o1
  A = -1%	B = ?	C = 0%	D = ?	E = -1%	F = -2%	G = -21%	H = -13%	I = -32%[12.7 µM]
> O=C(N/N=C/c1cc([N+](=O)[O-])ccc1O)c1cccc2cc[nH]c12
  A = -5%	B = -11%	C = 8%	D = -1%	E = 6%	F = 29%	G = ?	H = 0%	I = 24%
> CCOc1ccc(NC(=O)CCn2ccnc2)cc1
  A = -1%	B = -21%	C = 3%	D = 5%	E = -1%	F = 81%[activator]	G = -7%	H = -3%	I = ?
> CC(=O)c1c(C)[nH]c(C(=O)COC(=O)CN2C(=O)C3CCCCC3C2=O)c1C (stereo not given)
  A = ·	B = -7%	C = 1%	D = ·	E = -18%	F = 13%	G = -4%	H = ·	I = ·

Letter code – A = BLM inh; B = Pol eta inh; C = APE1 inh; D = BAZ2B inh; E = POLK inh; F = POLI inh; G = JMJD2A Tudor; H = POLB inh; I = G9a inh
> O=C(c1cnccn1)N1CCC2(CCCN(c3cccc(-c4ccccc4)c3)C2)CC1
  A = -12%	B = ·	C = -4%	D = ·	E = 7%[60.1 µM]	F = ·	G = ·	H = ·	I = -20%[12.7 µM]
> Cc1noc(NS(=O)(=O)c2ccc(NC(=O)c3nn(-c4ccccc4)ccc3=O)cc2)c1C
  A = -2%	B = -18%	C = -6%	D = ?	E = -14%	F = 55%[activator]	G = -20%	H = 1%	I = -4%[0.501 µM]
> CC(C)C(NC(=O)c1ccco1)C(=O)OCC(=O)N1CC(=O)Nc2ccccc21 (stereo not given)
  A = ·	B = -14%	C = -1%	D = -5%	E = -30%	F = 114%[activator]	G = -1%	H = ·	I = 13%[0.501 µM]
> CN1CCN(CCOc2ccc(Cc3ccccc3)cc2)CC1
  A = -1%	B = -15%	C = 21%	D = -32%	E = 2%	F = -3%	G = ?	H = -21%	I = ?
> O=C(Cc1ccc(Cl)c(Cl)c1)N1CCOCC1
  A = -1%	B = 9%	C = 12%	D = -4%	E = -2%	F = 15%	G = -6%	H = 12%	I = -16%[2.33 µM]
> Cc1cccc(NC(=O)CSCC(=O)Nc2sccc2C#N)c1
  A = ·	B = ?	C = -18%	D = 2%	E = -17%	F = ?	G = -17%	H = ·	I = ?
> CCC[N+](CC#Cc1ccccc1)(CCC)CC(=O)OCC
  A = 6%	B = -3%	C = 22%	D = -11%	E = -2%	F = 25%	G = -16%	H = 52%	I = ?
> O=[N+]([O-])c1cccc(C(=Nc2cccc(Cl)c2)NO)c1
  A = -5%	B = -6%	C = -1%	D = 5%	E = -15%	F = 10%	G = -29%	H = -2%	I = 8%[59 µM]
> Cc1ccccc1CN1CCCN(CC(=O)Nc2ccc3c(c2)OCCO3)S1(=O)=O
  A = -3%	B = -20%	C = ·	D = -20%	E = -13%[60.1 µM]	F = 20%	G = -19%	H = 1%	I = 5%[59 µM]
> CC(C)CNS(=O)(=O)c1ccc(CCC(=O)NCc2ccco2)cc1
  A = -13%	B = -2%	C = 17%	D = 8%	E = -5%	F = 37%[activator]	G = -16%	H = -15%	I = ?

Letter code – A = BLM inh; B = Pol eta inh; C = APE1 inh; D = BAZ2B inh; E = POLK inh; F = POLI inh; G = JMJD2A Tudor; H = POLB inh; I = G9a inh
> COc1ccc(C(=O)NCc2nnc(SCC(=O)Nc3nc4ccccc4s3)o2)cc1OC
  A = 4%	B = -12%	C = 5%	D = 4%	E = -1%	F = -6%	G = -2%	H = 8%	I = 13%[59 µM]
> COc1ccccc1Nc1sc(C(=O)c2ccc3c(c2)OCO3)c(N)c1S(=O)(=O)c1ccccc1
  A = -5%	B = -8%	C = ·	D = 4%	E = 0%[60.1 µM]	F = 6%	G = -23%	H = -27%	I = 2%[59 µM]
> Cn1c(-c2sccc2OCc2ccc(Cl)cc2Cl)n[nH]c1=S
  A = -6%	B = -28%	C = ?	D = ?	E = -17%	F = 16%	G = -17%[11.4 µM]	H = -2%	I = 3.2µM*
> N#CC1=CC2CN(Cc3ccccc3)C1C1C(=O)N(c3ccccc3)C(=O)C21 (stereo not given)
  A = ·	B = -7%	C = ·	D = ·	E = -12%	F = -11%	G = -2%	H = ·	I = ·
> CCCCC1CC(CSC(=N)N)OC1=O (stereo not given)
  A = 0%	B = -17%	C = 5%	D = 15%	E = 2%	F = -7%	G = 2%	H = 10%	I = 20%[59 µM]
> CCN(c1ccccc1C)S(=O)(=O)c1nnc(NC(=O)c2ccco2)s1
  A = -10%&1%	B = 50µM*	C = 16%	D = ?	E = ?	F = ?	G = -22%	H = ?	I = -45%
> CCOc1ccc(NC(=S)N2CCC(N(C)CC3CCCO3)CC2)cc1 (stereo not given)
  A = 0%	B = -11%	C = 2%	D = -2%	E = -6%	F = 15%	G = -22%	H = 2%	I = 8%[59 µM]
> O=C(Nc1ccc(Br)c(Cl)c1)C1CC1
  A = -3%	B = -4%	C = -5%	D = 7%	E = -18%	F = 23%	G = 6%	H = -17%	I = 23%[59 µM]
> Cc1ccc(NC(=O)CSc2nnc(-c3ccc([N+](=O)[O-])cc3)o2)c(C)c1
  A = 0%	B = ·	C = ·	D = ?	E = 6%	F = 2%	G = -12%	H = -12%	I = -4%[59 µM]
> Cc1ccc(Cn2c(SCC(=O)NCC3CCCO3)nc3c(sc4ccccc43)c2=O)cc1 (stereo not given)
  A = 0%	B = -12%	C = 10%	D = 3%	E = -1%	F = 18%	G = -3%	H = 4%	I = 0%

Another view of some results above:
| canonical_smiles | BLM inh | Pol eta inh | APE1 inh | BAZ2B inh | POLK inh | POLI inh | JMJD2A Tudor | POLB inh | G9a inh |
| --- | --- | --- | --- | --- | --- | --- | --- | --- | --- |
| CCN(c1ccccc1C)S(=O)(=O)c1nnc(NC(=O)c2ccco2)s1 | -10%&1% | 50µM* | 16% | ? | ? | ? | -22% | ? | -45% |
| CCOc1ccc(NC(=S)N2CCC(N(C)CC3CCCO3)CC2)cc1 (stereo not given) | 0% | -11% | 2% | -2% | -6% | 15% | -22% | 2% | 8%[59 µM] |
